Assay outcomes: PubChem, several laboratories
M5 PAM – human M5 muscarinic receptor positive allosteric modulators, primary screen, CHO-K1 cells, Fluo-8 calcium fluorescence; Muscarinic acetylcholine receptor M5 (Homo sapiens), P08912; CHO-K1 hM5, ACh EC20 PAM; 0% = ACh EC20, 100% = ACh EC100; activation, % at 3 µM; 0.3% of 360,000 active; AID 624038, 2012;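 active = activation above the run cutoff, the mean activation of all test compounds plus 3 SD, cut at about 18% in these data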
Target sequence (P08912 whole entry, looked up): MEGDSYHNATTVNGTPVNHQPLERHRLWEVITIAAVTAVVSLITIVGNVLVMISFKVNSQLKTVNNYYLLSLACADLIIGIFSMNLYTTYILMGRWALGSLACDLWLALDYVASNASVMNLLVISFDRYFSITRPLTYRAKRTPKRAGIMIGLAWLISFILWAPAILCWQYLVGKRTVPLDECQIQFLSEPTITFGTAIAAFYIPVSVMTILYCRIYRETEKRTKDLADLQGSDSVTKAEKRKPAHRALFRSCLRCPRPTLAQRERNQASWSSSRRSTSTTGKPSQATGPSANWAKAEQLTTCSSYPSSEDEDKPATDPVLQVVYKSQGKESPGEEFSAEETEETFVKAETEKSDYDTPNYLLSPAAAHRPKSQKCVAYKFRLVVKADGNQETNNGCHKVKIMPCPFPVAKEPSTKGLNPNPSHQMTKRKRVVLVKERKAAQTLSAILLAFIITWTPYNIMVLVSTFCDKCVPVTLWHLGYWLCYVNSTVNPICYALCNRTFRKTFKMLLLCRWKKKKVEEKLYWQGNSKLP
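System: CHO-K1 hM5 cells. Reagent: acetylcholine, EC20 level. Compound dosing: single dose, 3 µM nominal final test concentration. Timing: Post-acetylcholine fluorescence recording 140 s. Detection: Fluo-8 calcium fluorescence. Read-out: % activation, ACh-normalized. Benchmarks: ACh EC20 and EC100 wells. Repeats: singlicate, one well per test compound.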
CRFBP-R2 block – antagonists of CRF-BP/CRF-R2 complex, primary screen, cell-based, HEK293, calcium dye fluorescence, uHTS | CRF-induced calcium fluorescence | 0.59% of 350,000 active | inhibition, % at 11.8 µM;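 active = inhibition of the ligand-induced calcium signal above about 50% at the single tested concentration, limit read from the data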
CHRM5 antagonist – human M5 muscarinic receptor antagonists, primary screen, CHO cells, Fluo-8 calcium fluorescence | inhibition, % at 3 µM | 0.59% of 360,000 active | AID 624040, 2012 | CHO-hM5 cells, ACh EC80;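 active = inhibition above a per-plate cutoff, the mean of that plate's test compounds plus 3 SD, cut at about 27% in these data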;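 note: 0% = acetylcholine EC80 with DMSO and 100% = DMSO without agonist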
CRFR2-BP ag – agonists of CRF-BP/CRF-R2 complex, primary screen, cell-based, HEK293, calcium dye fluorescence, uHTS; activation, % at 13.2 µM; AID 588473, 2011; 0.46% of 350,000 active; calcium dye fluorescence (FLIPR); percent of saturating CRF peptide response; CRF-binding protein / CRF receptor 2 complex (human);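 active = activation of at least 50%, plus an integration ratio under a set limit after plate pattern correction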;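 note: plate controls were neutral control wells without compound for no effect and CRF at EC100 for full effect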
M4 antag – human M4 muscarinic receptor antagonists, primary screen, CHO cells, Fluo-8 calcium fluorescence. Muscarinic acetylcholine receptor M4 (Homo sapiens), P08173. CHO-hM4 cells, ACh EC80. inhibition, % at 3 µM. 0.73% of 360,000 active. AID 624125, 2012;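 active = inhibition above its plate's cutoff, the mean inhibition of sample wells plus 3 SD, cut at about 27% in these data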;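 note: 0% = acetylcholine EC80 with DMSO and 100% = DMSO without agonist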
Target sequence (P08173 whole entry, looked up): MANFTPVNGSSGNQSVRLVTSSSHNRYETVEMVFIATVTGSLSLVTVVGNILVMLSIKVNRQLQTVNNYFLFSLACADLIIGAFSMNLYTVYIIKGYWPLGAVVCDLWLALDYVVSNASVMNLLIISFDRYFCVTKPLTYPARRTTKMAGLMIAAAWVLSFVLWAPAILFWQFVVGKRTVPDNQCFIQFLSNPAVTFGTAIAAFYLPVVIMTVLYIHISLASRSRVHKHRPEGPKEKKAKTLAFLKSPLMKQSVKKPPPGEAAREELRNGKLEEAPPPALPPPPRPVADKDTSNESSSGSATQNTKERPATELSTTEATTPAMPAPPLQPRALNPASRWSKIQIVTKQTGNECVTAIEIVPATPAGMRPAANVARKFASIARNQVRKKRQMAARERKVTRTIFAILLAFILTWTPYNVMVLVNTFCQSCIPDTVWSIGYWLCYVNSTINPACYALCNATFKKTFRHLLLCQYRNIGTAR
IDE inh – human IDE inhibitors in live cells, primary screen, fluorescence polarization, HEK cells, FAbetaB substrate | Insulin-degrading enzyme (Homo sapiens), P14735 | FAbetaB cleavage | inhibition, % at 5.59 µM | 0.41% of 320,000 active | AID 434962, 2010;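 active = percent inhibition above the average of all tested compounds plus 3 SD, set per screening campaign, cut at about 16% in these data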;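 note: IDE supplied by intact live HEK cells; FP after avidin binding of uncleaved biotin substrate so inhibition keeps polarization high; 0% = DMSO wells and 100% = 60 µM reference IDE inhibitor Ii1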
M4 ag – human M4 muscarinic receptor agonists, primary screen, CHO-K1 cells, Fluo-8 calcium fluorescence. Muscarinic acetylcholine receptor M4 (Homo sapiens), P08173. CHO-K1 hM4/Gqi5; vehicle 0%, full acetylcholine response 100%. activation, % at 3 µM. 0.14% of 360,000 active. AID 624127, 2012;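 active = activation above the run mean over all test wells plus 3 SD, cut at about 32% in these data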;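 note: peak over basal fluorescence ratio per well then scaled between controls; 0% = DMSO wells and 100% = acetylcholine at EC100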
M4 PAM – human M4 muscarinic receptor positive allosteric modulators, primary screen, CHO-K1 cells, Fluo-8 calcium fluorescence | Muscarinic acetylcholine receptor M4 (Homo sapiens), P08173 | CHO-K1 hM4/Gqi5, ACh EC20; 0% = ACh EC20, 100% = maximal ACh | activation, % at 3 µM | 0.4% of 360,000 active | AID 624126, 2012;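 active = activation above its plate's cutoff, the mean activation of sample wells plus 3 SD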; note: some results filed as inactive read as strong as hits
CHRM5 agonist – human M5 muscarinic receptor agonists, primary screen, CHO-K1 cells, Fluo-8 calcium fluorescence | Muscarinic acetylcholine receptor M5 (Homo sapiens), P08912 | activation, % at 3 µM | 0.19% of 360,000 active | CHO-K1 hM5 cells; 0% DMSO wells, 100% maximal acetylcholine response | AID 624037, 2012;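 active = activation above the run's mean over test compounds plus 3 SD, cut at about 23% in these data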;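 note: signal is peak over basal fluorescence ratio across the kinetic read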
* = called active by the depositor; / = not tested or not shown.

SMILES	M5 PAM	CRFBP-R2 block	CHRM5 antagonist	CRFR2-BP ag	M4 antag	IDE inh	M4 ag	M4 PAM	CHRM5 agonist
Cn1nnnc1SCc1ccc(C(=O)Nc2ccccc2F)cc1	-3	-8	-6	-1.1	11	-7	2	2	-2
COc1ccc(OC)c2[nH]c(=O)c(CCNS(=O)(=O)c3ccc(C)cc3)cc12	-1	15	-1	0.9	10	4	0	-4	-2
CC(=O)Nc1ccc(C(=O)COC(=O)c2ccco2)c(F)c1	5	1	0	-1.0	6	7	1	-2	4
O=C(Nc1c[nH]c(=O)[nH]c1=O)OCc1ccccc1	9	7	2	4.2	2	/	0	8	-1
O=C1CCC(C(=O)Nc2cccc(S(=O)(=O)N3CCOCC3)c2)N1 (configuration not stated)	-2	6	1	2.4	-3	-1	7	-7	0
CCOc1ccc(C(=O)N2CCN(c3cnn(-c4ccccc4)c(=O)c3Cl)CC2)cc1	-9	2	7	0.5	-8	1	1	11	-5
COc1cccc(-c2ccc3c(c2)N(Cc2ccccc2OC)C(=O)C(C)S3)c1 (configuration not stated)	-1	/	-12	/	0	/	-1	-5	-1
Cc1ccc(C)c(NC(CC(=O)c2ccccc2)C(=O)OCC(=O)c2cccs2)c1 (configuration not stated)	-4	-1	1	-0.7	-2	-8	0	-1	0
COCCNC(=O)c1ccc(-n2c(SCc3cc(F)ccc3F)nc3ccccc3c2=O)cc1	0	6	-6	12	-7	1	0	9	0
CCCCN(CCCC)c1cn[nH]c(=O)c1Cl	-26	-11	11	-0.9	43*	0	-1	-13	-13
O=C(NNC(=S)Nc1ccc(Cl)cc1Cl)c1ccc(N2CCOCC2)c([N+](=O)[O-])c1	-5	2	-1	-1.3	-3	0	3	-2	2
CCOC(=O)CSc1nnc(CNC(=O)c2cc(OCC)c(OCC)c(OCC)c2)n1C	3	-8	-6	-1.7	-9	4	-1	10	-2
CCOc1ccc2cc(C#N)c(SCC(=O)N3CCC(C)CC3)nc2c1	2	-17	-4	1.5	1	3	0	4	0
Cc1cc2nccc(-c3ccc(OCCCF)cc3)n2n1	0	11	1	-3.8	-21	4	2	-18	-7
NS(=O)(=O)c1ccc(CCNC(=O)Cc2c[nH]c3ccccc23)cc1	3	-9	1	0.9	-6	-1	1	21	1
CCOC(=O)N1CCN(CCC(=O)Nc2ccc(Br)c(C)c2)CC1	-6	12	1	-2.1	1	-4	8	-15	2
Cc1cc(C)c[n+](C(C)C(=O)c2ccc(-c3ccccc3)cc2)c1 (configuration not stated)	1	50	-6	-1.3	7	17*	1	-12	-9
O=C(NCCCN1CCOCC1)/C(=C/c1ccc(F)cc1)NC(=O)c1ccccc1	11	4	7	3.9	3	1	0	12	2
COc1ccc(CC(=O)Nc2cccc(-c3ccc4nnc(C)n4n3)c2)cc1OC	-2	13	3	-1.7	-2	-3	3	-5	5
Cc1ccc2c(c1)N(S(=O)(=O)c1ccc(F)cc1)C(C(C)(C)C)CO2 (configuration not stated)	-10	11	-5	-0.2	21	4	-2	-14	-5
COCCN1C(=O)c2oc3cc(C)c(C)cc3c(=O)c2C1c1ccc(O)cc1 (configuration not stated)	-2	-9	3	-1.2	3	-3	0	1	0
CCOc1ccccc1NC(=O)COC(=O)c1c(CC)noc1C	4	-2	-4	0.5	-18	/	2	16	1
COc1ccc(/C=C/C(=O)c2cc(F)ccc2OC(=O)c2ccccc2OC)cc1OC	5	-5	14	0.8	-4	/	6	-3	-4
CC1CCc2cc(F)ccc2N1C(=O)c1ccncc1 (configuration not stated)	-3	11	6	1.8	-6	1	2	6	0
Cc1c(Cl)cnc(NC(=O)CSc2nnnn2C)c1Cl	2	3	-2	0.3	6	3	1	11	3
O=C(/C=C/c1ccc2c(c1)OCO2)N1CCN(c2ccccc2F)CC1	3	13	3	-2.4	11	1	0	-2	-2
O=C(NCc1ccccc1)C1(c2cccc(F)c2)CCCC1	-1	0	0	-1.1	-14	3	-2	-7	-14
CCc1ccc2oc(=O)cc(CN3CCN(Cc4ccccc4)CC3)c2c1	-15	15	17	-1.5	65*	4	3	-18	-8
Cc1cc(C)nc(NC(=O)c2c(F)c(F)c(F)c(C(=O)Nc3cc(C)cc(C)n3)c2F)c1	3	32	3	0.9	6	4	0	-6	-8
O=C(O)CCCCCCCCCC(=O)c1cccs1	2	15	-9	-2.4	2	-1	1	1	0
CCOC(=O)N1CCC(N(CCN(C)C)C(=S)Nc2cc(Cl)ccc2C)CC1	6	-4	2	0.8	-1	3	0	-20	-11
Cc1ccc(-n2cc(CNCCN3CCOC3=O)c(-c3ccc(F)cc3)n2)cc1	5	-17	3	-2.5	-2	4	3	-7	-1
Cc1nc2ccccc2c(=O)n1NC(=O)c1cc(Br)ccc1Cl	3	6	2	-0.6	2	4	1	-13	1
CN(CC(=O)Nc1ccc(F)c(F)c1F)C(=O)/C=C/c1ccco1	9	-3	1	0.9	-9	3	1	1	0
O=C1OC(Nc2nccs2)c2ccccc21 (configuration not stated)	-3	-22	-4	2.6	-3	-1	0	1	-4
CNC(=O)C12CCC(C)(c3nc4cc(C)c(C)cc4nc31)C2(C)C (configuration not stated)	1	4	2	-1.4	-3	4	0	3	-1
O=C(NCc1ccc2c(c1)OCO2)c1ccc(CSCc2cccc(Cl)c2)o1	0	48	4	3.1	6	11	1	-1	-4
CCN1CCN(Cc2ccc(NC(=O)Nc3ccccc3)cc2)CC1	-4	1	-3	0.0	-12	-1	1	1	-2
S=C(Nc1ccccc1)N1CCOCCOCCN(C(=S)Nc2ccccc2)CCOCCOCC1	0	8	1	-1.7	12	1	0	-13	3
CCN1C(=O)CC(N2CCN(c3ccc(Cl)cc3)CC2)C1=O (configuration not stated)	-3	-13	-9	4.6	-6	1	2	2	0
Cn1/c(=N/NC(=O)c2cccc(OC(F)F)c2)sc2ccccc21	-2	-19	0	-0.7	7	4	1	-2	1
CCOc1cc(C#N)ccc1OCC(=O)N1CCN(C(=O)c2cccs2)CC1	-1	6	4	0.7	6	-3	1	-4	1
Cc1cccc2cc(-c3ccccc3)c(-c3ccccc3)c[n+]12	-14	3	12	1.3	38*	1	0	-34	-6
Cc1cn([C@H]2C[C@H](O)[C@@H](/C=C/C(=O)NCCc3cccs3)O2)c(=O)[nH]c1=O	1	/	-1	/	-5	/	3	3	1
CCOC(=O)[C@@H](C)NS(=O)(=O)N(Cc1ccccc1)[C@H](C(=O)OC)C(C)C	4	3	9	-2.5	-2	1	-1	8	-5
C/C(=N\NC(=O)COc1ccccc1[N+](=O)[O-])c1cccc(NC(=O)c2ccncc2)c1	-7	-6	-1	-0.9	-1	0	8	0	-2
Cc1cccc(C2c3[nH]c4ccccc4c3CCN2C(=O)c2cc(CC(C)C)[nH]c(=O)n2)n1 (configuration not stated)	2	-4	9	2.0	-4	13	0	4	-4
C=CCN(CC=C)C(=O)c1cc(Cl)ccc1[N+](=O)[O-]	0	2	-6	0.3	-8	5	2	20	-1
Cc1ccc(C(=O)OCC(=O)NCCN2C(=O)CSC2=O)cc1	-7	-6	11	-0.1	-6	2	2	7	-3
COc1ccc(N2CCCn3c2nc2c3c(=O)n(Cc3ccccc3F)c(=O)n2C)c(OC)c1	5	3	-1	-0.3	4	2	-1	0	-6
Cc1cccc(-c2ocnc2C(=O)N2CCN(C(=O)c3cccs3)CC2)c1	-1	-2	5	-0.2	-7	3	2	1	1
NS(=O)(=O)c1ccc(CCNc2ccnc3cc(Cl)ccc23)cc1	6	-1	-4	1.2	-10	12	1	-3	-2
COC(=O)Nc1sc2c(c1C(N)=O)CCCCCC2	3	-6	-5	-2.2	-7	3	2	2	-4
O=C(COC(=O)c1ccccc1F)NC(=O)NC1CCCC1	-7	-3	-3	-1.6	-21	9	4	14	-2
Cc1cc(NC(=O)Nc2ccc(C)c(C)c2)no1	-11	-6	4	0.9	-2	3	4	-8	3
CC(C)C[C@@H](CO)N1CCN(CC(C)C)CCC1=O	2	8	9	0.0	2	3	1	2	-1
COC(=O)C1=C(C)N(C)C(=S)N(C)C1c1ccc(OC)cc1 (configuration not stated)	-7	4	14	0.0	0	-1	1	-2	-9
COCC(C)N1CCC(n2nccc2NC(=O)CCCc2ccccc2)CC1 (configuration not stated)	-1	-7	5	0.7	4	4	1	0	-5
O=C(COC(=O)CCN1C(=O)C2CC=CCC2C1=O)NCCc1ccc(F)cc1 (configuration not stated)	1	1	-3	1.1	7	-8	1	-4	3
COC(=O)CNc1c(-c2ccccc2)nc2ccc(Br)cn12	-12	-13	2	-1.1	9	7	9	-9	0

Whole records, quoted from the list. Screens in order: M5 PAM | CRFBP-R2 block | CHRM5 antagonist | CRFR2-BP ag | M4 antag | IDE inh | M4 ag | M4 PAM | CHRM5 agonist
Shown for COCC(C)N1CCC(n2nccc2NC(=O)CCCc2ccccc2)CC1 (configuration not stated) → -1 | -7 | 5 | 0.7 | 4 | 4 | 1 | 0 | -5
Shown for Cc1cc(NC(=O)Nc2ccc(C)c(C)c2)no1 → -11 | -6 | 4 | 0.9 | -2 | 3 | 4 | -8 | 3
Shown for O=C(COC(=O)c1ccccc1F)NC(=O)NC1CCCC1 → -7 | -3 | -3 | -1.6 | -21 | 9 | 4 | 14 | -2
Shown for NS(=O)(=O)c1ccc(CCNc2ccnc3cc(Cl)ccc23)cc1 → 6 | -1 | -4 | 1.2 | -10 | 12 | 1 | -3 | -2

Next results.
SMILES	M5 PAM	CRFBP-R2 block	CHRM5 antagonist	CRFR2-BP ag	M4 antag	IDE inh	M4 ag	M4 PAM	CHRM5 agonist
CCN(Cc1ccccc1)c1ccc(/C=N/NC(=S)NC(C)C)cc1	-9	26	16	0.3	-2	-4	-2	-6	-3
COc1cc(/C=C(\C#N)C(=O)Nc2ccc(C(=O)O)cc2)ccc1OC(=O)c1cccc(F)c1	7	15	-19	12	-4	5	1	-2	3
CC1(C)NC(=O)N(CC(O)COc2ccc(-c3ccccc3)cc2)C1=O (configuration not stated)	-10	-27	-1	-1.9	-2	5	12	-8	-1
COc1ccc(NC(=O)Nc2ccccc2OC)cc1	-2	33	-2	-0.7	3	-2	1	11	-2
CC(=O)N/C(=C\c1ccccc1)C(=O)OCc1cccc(S(=O)(=O)N(C)C)c1	-9	6	10	2.9	1	/	14	-6	8
COc1ccc(OC)c(N2C(=O)c3ccccc3C2c2nnnn2-c2ccc3c(c2)OCCO3)c1 (configuration not stated)	-8	/	9	/	-2	/	0	-1	1
NCC(=O)NCC(=O)OCc1ccccc1	2	3	4	4.0	-1	1	0	-1	-2
Cc1cc(C(=O)N/N=C/c2ccc3c(c2)OCO3)c(C)o1	2	18	3	-1.4	-3	-3	1	-3	-1
N#Cc1ccccc1COC(=O)c1cc(S(=O)(=O)N2CCOCC2)ccc1F	-1	9	0	-1.4	-20	/	7	9	1
